# EBI2 antag – EBI2 (human) antagonism. P32249. inhibition, % at 5 µM. EBI2 beta-arrestin recruitment, luminescence, 7a,25-OHC stimulated. AID 651636. actives 0.81% (n = 360,000); in the data active = inhibition above about 38%;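 also: enzyme fragment complementation signal reports receptor beta-arrestin coupling in cells; 0% = agonist plus DMSO wells and 100% = wells without agonist; some results beyond the cut were filed as inactive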
# Target sequence (P32249 whole entry, looked up, the tested form may be a part): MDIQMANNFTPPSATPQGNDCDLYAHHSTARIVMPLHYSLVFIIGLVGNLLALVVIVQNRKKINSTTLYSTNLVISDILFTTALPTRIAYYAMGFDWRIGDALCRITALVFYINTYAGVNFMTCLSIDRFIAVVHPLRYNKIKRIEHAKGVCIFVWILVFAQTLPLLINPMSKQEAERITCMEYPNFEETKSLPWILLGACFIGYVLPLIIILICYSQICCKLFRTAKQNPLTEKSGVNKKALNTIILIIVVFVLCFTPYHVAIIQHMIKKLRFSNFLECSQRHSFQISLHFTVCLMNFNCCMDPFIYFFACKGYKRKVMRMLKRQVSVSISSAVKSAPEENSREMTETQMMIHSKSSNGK
# Gli-Sufu antag – Gli-Sufu pathway antagonism. actives 0.74% (n = 340,000). Sufu-KO-LIGHT fibroblasts, Gli luciferase reporter luminescence. inhibition, % at 5 µM. AID 588413;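 active = inhibition above about 55%, limit read from the data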;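 also: 0% = DMSO-treated cells and 100% = wells with medium but no cells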
# XBP1 UPR activ – adaptive UPR (XBP1) activation; CHO-XBP1 luciferase reporter, IRE1-XBP1 UPR activation, luminescence; percent of tunicamycin response, DMSO as zero; activation, % at 20 µM; actives 0.33% (n = 330,000); AID 463104;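 active = versus positive control, 20 µM dose yields 30% or more activation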;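 also: 100% = tunicamycin at 10 µg/mL and 0% = DMSO only wells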
#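 Material: IRE1-XBP1 luciferase reporter CHO line / Quantity: one thousand reporter cells per well / Buffer or medium: F12 with 10% serum / Compound: 20 µM single concentration, DMSO 1% / Times: 6 h treatment, 37 °C / Detection: Steady-Glo luciferase glow luminescence, 10 min after reagent addition / Benchmarks: tunicamycin high, DMSO low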
# Mdm2 MdmX PPI – human Mdm2/MdmX binding inhibition; AID 485346; O15151+Q00987; SaOS-2 split-luciferase Mdm2/MdmX complementation, luminescence; actives 3% (n = 330,000); inhibition, % at 8 µM;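 active = inhibition of at least 50% at 8 µM in the primary screen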
# Jurkat NFkB inh – inhibitors of the PMA/ionomycin-induced NF-kB reporter in Jurkat cells. PMA/ionomycin-induced NF-kB luciferase reporter, luminescence. inhibition, % at 4 µM. actives 0.53% (n = 330,000). AID 435003; in the data active = inhibition above about 50%
# CCR6 antagonist – blocks CCL20-driven beta-arrestin recruitment at human CCR6; P51684; CHO-K1 CCR6 PathHunter beta-arrestin, luminescence, CCL20-stimulated; inhibition, % at 20 µM; actives 0.49% (n = 340,000);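 active = compounds whose inhibition of the agonist-driven luminescence signal at 20 µM reaches about 50%, limit read from the data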;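 also: cells stimulated with CCL20 at 14 nM final; plate controls were DMSO with CCL20 for no effect and DMSO without agonist for full effect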
# Target sequence (P51684 whole entry, looked up): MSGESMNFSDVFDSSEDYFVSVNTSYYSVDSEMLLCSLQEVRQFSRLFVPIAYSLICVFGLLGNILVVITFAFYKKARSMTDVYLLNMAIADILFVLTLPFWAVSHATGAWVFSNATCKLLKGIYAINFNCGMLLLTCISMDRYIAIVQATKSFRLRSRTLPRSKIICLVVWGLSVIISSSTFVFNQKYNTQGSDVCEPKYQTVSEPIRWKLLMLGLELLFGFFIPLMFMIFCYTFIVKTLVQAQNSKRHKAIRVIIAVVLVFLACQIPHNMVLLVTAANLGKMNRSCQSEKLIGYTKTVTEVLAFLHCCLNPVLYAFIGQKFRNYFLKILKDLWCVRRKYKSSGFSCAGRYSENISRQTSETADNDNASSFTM
# 697 NFkB inh – lowers PMA/ionomycin-induced NF-kB signal in 697 B cells; 697 B-cell NF-kB luciferase reporter, 16 h; inhibition, % at 4 µM; actives 0.33% (n = 330,000); AID 435022; in the data active = inhibition above about 35%
# CXCR6 inh – inhibitors of human CXCR6 receptor; AID 602244; O00574; actives 0.36% (n = 360,000); CHO-K1 PathHunter CXCR6 beta-arrestin, luminescence; inhibition, % at 20 µM; in the data active = inhibition above about 34%, passing the limit was not always enough;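 also: antagonist mode with CXCL16 agonist at 10 nM final; 0% = 10 nM CXCL16 with DMSO and 100% = unstimulated wells without agonist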
# Target sequence (O00574 whole entry, looked up): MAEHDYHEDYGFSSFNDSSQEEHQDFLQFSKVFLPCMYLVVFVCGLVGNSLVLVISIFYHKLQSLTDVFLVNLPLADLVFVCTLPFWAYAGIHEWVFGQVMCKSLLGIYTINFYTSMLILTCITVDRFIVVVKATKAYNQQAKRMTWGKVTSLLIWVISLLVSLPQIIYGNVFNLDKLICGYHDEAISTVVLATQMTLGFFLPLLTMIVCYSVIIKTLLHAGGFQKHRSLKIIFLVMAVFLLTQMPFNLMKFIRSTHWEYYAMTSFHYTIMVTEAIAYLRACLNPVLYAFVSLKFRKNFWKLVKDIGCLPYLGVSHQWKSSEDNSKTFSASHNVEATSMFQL
# UPR CHOP act – apoptotic UPR (CHOP) activation | CHO-CHOP luciferase reporter, luminescence; percent of tunicamycin response over DMSO baseline | actives 0.34% (n = 330,000) | activation, % at 10 µM;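 active = at 10 µM dose, activation of 40% or more, normalized to positive control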;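 also: 100% = tunicamycin at 10 µg/mL and 0% = DMSO alone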
#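 assay system = CHO CHOP reporter cells | amount = 500 CHO-CHOP cells per well | buffer or medium = F12 with 10% FBS | incubation = 16-18 h cell attachment, then 6 h compound exposure, 37 °C | detection = luminescence read with Steady-Glo | read-out = percent activation relative to tunicamycin control | controls = tunicamycin high control, DMSO low control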
# * marks the source's active call; other numbers are inactive results; . = not tested or not shown.
# Below each compound: EBI2 antag, Gli-Sufu antag, XBP1 UPR activ, Mdm2 MdmX PPI, Jurkat NFkB inh, CCR6 antagonist, 697 NFkB inh, CXCR6 inh, UPR CHOP act
- CCCn1c(N)c(C(=O)CSc2nc3ncc(Cl)cc3[nH]2)c(=O)[nH]c1=O
→ -2, -4, -5, -4, 3, 1, 1, 3, -1.1
- COCCn1c(C)cc(C(=O)COC(=O)Cc2n[nH]c(=O)c3ccccc23)c1C
→ -2, -20, -3, 10, -26, 4, -61, 3, 0.4
- CC(Oc1ccccc1)C(=O)N1CCC2(CC1)Oc1ccc(F)cc1C(=O)C21CC(c2ccccc2)=NO1 (stereo not drawn)
→ 50*, -3, -4, 38, 14, 11, 4, 10, 0.0
- Cc1c(CC(=O)NCCCCCC(=O)O)c(=O)oc2cc3occ(-c4ccccc4)c3cc12
→ -7, -3, -4, 7, -8, 21, 10, -6, -1.9
- O=C(CSc1nnc(Cc2ccccc2)n1-c1ccccc1)N1CCOCC1
→ 2, 2, -3, 0, 3, 7, 12, -5, 0.5
- O=C(CCN1C(=O)[C@@H]2Cc3ccccc3CN2C1=O)N[C@H](C(=O)O)c1ccccc1
→ 8, -1, -1, 7, 19, 7, 8, 1, 1.1
- O=C(NC(=S)N1CCCCCC1)c1ccc(Cl)cc1Cl
→ -12, 6, -3, 9, 7, -8, 5, 17, 0.6
- O=C(Sc1nnc(-c2ccccc2)o1)N1c2ccccc2Sc2ccccc21
→ -3, -4, -4, 60*, 4, 32, 11, -7, 4.6
- O=S(=O)(NC(CO)Cc1ccccc1)c1ccc(Br)cc1F (stereo not drawn)
→ -4, 7, ., ., ., 24, ., 2, .
- Cc1cccc(N2CC(C(=O)Nc3nnc(SCC(=O)Nc4nccs4)s3)CC2=O)c1 (stereo not drawn)
→ -2, 1, 0, 28, 10, 14, 3, 4, 0.7
- Nc1nc(Sc2ccc([N+](=O)[O-])c3nonc23)c2[nH]cnc2n1
→ -36, -27, ., ., ., 48, ., 14, .
- COc1ccc2cc(C(=O)N3CCOCC3)sc(=O)c2c1OC
→ -5, 3, -3, 6, 3, -13, -2, -6, 2.0
- CC(=O)CCSc1ncnc2sc(-c3ccccc3)cc12
→ 7, -75, 7, -106, -126, 5, -336, -5, 6.4
- CCOc1ccc(N2CC(C(=O)NNC(=O)c3ccc(F)cc3)CC2=O)cc1 (stereo not drawn)
→ -9, -6, 0, -2, 13, 10, 18, 0, -0.4
- Nc1ccc(-c2nc3c(Cl)c(N)ccc3[nH]2)cc1
→ -2, 28, -1, 9, -34, 1, -81, 1, 1.6
- CC(C)NC(=O)c1ccc(-c2ccc(Cl)c(C(F)(F)F)c2)o1
→ 17, -1, 3, -3, -22, -3, 6, -4, -0.7
- COc1cc(/C=N/NC(=O)c2nc(C)cc(C)n2)ccc1O
→ -8, -1, -4, -14, -23, -11, 1, 8, 1.9
- c1cnn(Cc2cnc(N3CCOCC3)s2)c1
→ 1, -4, 1, 20, -8, 3, 0, -11, -0.9
- Cc1ccc(NCc2nnc(SCC(=O)N(Cc3ccccc3)C(C)(C)C)o2)c(C)c1
→ 34, -1, -2, 13, -5, 6, -10, 16, 0.6
- COC(=O)C(C(=O)OC)C(C)C(C(=O)OC)C(=O)OC
→ 8, -13, -1, 14, -9, -7, 5, 3, -3.1
- CCOCC(=O)Nc1nc2ccc(S(C)(=O)=O)cc2s1
→ -9, 3, -5, -20, -7, -5, 11, -5, -0.9
- Cc1cc(C)c(S(C)(=O)=O)c(Oc2ccc(C(C)(C)C)cc2)n1
→ 7, 17, -6, 20, -1, 6, 3, -2, -4.0
- S=C(Nc1ccc2c(c1)OCO2)N1CCN(Cc2ccco2)CC1
→ -16, -39, -2, 5, -27, 8, -8, -1, -0.2
- Cc1ccc(N=Nc2c(O)[nH]c3ccc(F)cc23)cc1
→ 9, -47, 7, -78, -120, 17, -102, 7, 3.5
- O=C(O)COCC(=O)NC1CCN(Cc2ccccc2)CC1
→ 0, 2, -2, 18, 12, -4, -3, -8, 0.2
- O=C(Nc1nccs1)c1ccc(Cl)c(S(=O)(=O)N2CCCCC2)c1
→ 12, -2, 3, 19, -2, 6, -38, -2, 0.1
- CC(=O)Nc1ccc(NC(=O)CCc2c(C)noc2C)cc1
→ 1, -2, 1, 16, 3, 0, 18, 1, 1.6
- Cc1ccc(NC(=O)N2CCN(c3ncccc3C(F)(F)F)CC2)cc1
→ 39, 39, 0, 5, -3, -12, 20, -10, 0.5
- C=CCn1c(-c2cccc(OC)c2)n[nH]c1=S
→ -8, -1, -1, -4, 6, -3, 12, -4, -2.3
- COCC(C)n1c(C)cc(C(=O)CSc2nnnn2-c2ccc(O)cc2)c1C (stereo not drawn)
→ 1, -9, 1, 12, -4, 3, -4, -6, 0.3

# The list goes on, starting with the last two of the part before.
# Below each compound: EBI2 antag, Gli-Sufu antag, XBP1 UPR activ, Mdm2 MdmX PPI, Jurkat NFkB inh, CCR6 antagonist, 697 NFkB inh, CXCR6 inh, UPR CHOP act
- C=CCn1c(-c2cccc(OC)c2)n[nH]c1=S
→ -8, -1, -1, -4, 6, -3, 12, -4, -2.3
- COCC(C)n1c(C)cc(C(=O)CSc2nnnn2-c2ccc(O)cc2)c1C (stereo not drawn)
→ 1, -9, 1, 12, -4, 3, -4, -6, 0.3
- COC(=O)Cc1c(O)ccn(Cc2ccc(OC)c(OC)c2)c1=O
→ -11, 0, -1, 12, 2, 17, 9, 6, 3.4
- CC(CCc1ccccc1)NC(=O)/C=C/c1ccccc1 (stereo not drawn)
→ 19, -5, -3, 10, -20, 7, 5, 2, -0.5
- Cc1[nH]c2ccccc2c1N=Nc1ccc(F)cc1
→ 37, 9, 5, 0, -5, 3, 8, 9, 3.6
- Nc1ccc2nc(CCCO)[nH]c2c1
→ -8, 5, -1, 9, -11, -4, 12, -9, -0.1
- COC(=O)c1ccccc1NC(=O)CSc1nnnn1-c1ccc(C)cc1C
→ 7, 0, 0, 14, -10, 7, -35, 5, 2.0
- Cc1cc(NC(=O)CSc2nnc(-c3ccc(S(=O)(=O)N4CCCC4)cc3)n2C)no1
→ 2, 3, -2, 14, 3, 1, 19, 1, 0.4
- CC(C)NC(=O)N(C)C[C@H]1Oc2c(NC(=O)C3CC3)cccc2C(=O)N([C@H](C)CO)C[C@@H]1C
→ -5, -22, -4, 9, -4, 8, 6, -1, -1.8
- O=C(CSc1ncc(-c2ccccc2)[nH]1)Nc1ccccc1
→ 6, 7, -3, 0, -24, -4, -6, -3, -0.5
- COCCCNC(=O)C1CC(=O)N(C2CCCC2)C1 (stereo not drawn)
→ -8, -4, 0, -16, -7, -7, -1, 1, 1.8
- C=CCNC(=O)CC(=O)N/N=C/c1cccc(C)c1
→ -17, 7, 0, -30, 2, 5, -22, -2, -2.3
- CCc1ccc(/C=C/C(=O)c2ccc(S(=O)(=O)N(C)C)cc2)cc1
→ 86*, 8, 2, 47, 20, 5, -10, -2, 9.4
- Cc1cc(C)c(NC(=O)CN(C)CC(=O)Nc2cccc(S(=O)(=O)N(C)c3ccccc3)c2)c(C)c1
→ -6, -10, 0, 40, -8, 2, -18, -6, 3.9
- CCOc1ccc(/C=C/C(=O)Oc2ccccc2)cc1
→ 19, 19, 7, 15, -20, 3, -7, 2, 10
- C=CCNC(=O)C(=O)NCC1CCCN1S(=O)(=O)c1cccs1 (stereo not drawn)
→ -6, 6, -2, -4, 8, 2, 21, 3, 1.5
- COc1ccc(CNC(=O)C2CCCN2C)cc1OC (stereo not drawn)
→ -12, 5, -2, -14, -10, 7, -2, 0, 2.1
- Cc1c(NC(=O)c2cc(-n3cnnc3)ccc2Cl)cccc1-c1nc2ccccc2s1
→ 1, -40, -1, -14, -57, -15, -65, 0, 1.8
- COCCCNC(=O)Cn1cnc(C(=O)Nc2ccc(C)c(C)c2)n1
→ -8, -9, 4, 37, ., -3, 19, -8, 5.1
- CCOC(=O)Cc1csc2nc3sc(C)c(C)c3c(=O)n12
→ 4, 8, 1, 22, 10, 1, 13, 2, 0.0
- Cc1c(Cc2ccccc2)sc(NC(=O)/C=C/c2cccc3ccccc23)c1C(N)=O
→ -16, 7, 7, 47, 10, 11, 7, -7, 3.3
- Cc1noc(C)c1S(=O)(=O)Nc1ccc(C(C)C)cc1
→ 0, -1, -2, 34, 1, -2, -8, 12, 0.7
- Cc1ccc[n+](CC(=O)Nc2ccc(Cl)c([N+](=O)[O-])c2)c1
→ -6, 28, -5, -19, -11, 7, -3, -1, 0.6
- Nc1ncc(CN2CCCC(C(=O)Nc3ccc(-c4ccco4)cc3)C2)cn1 (stereo not drawn)
→ 6, 13, -10, 30, 1, 5, 8, 5, -1.4
- Cc1cc([N+](=O)[O-])cc(/C=N/n2c(C)nc3ccccc3c2=O)c1O
→ 3, 16, -4, 14, 3, -1, 19, 1, 0.4
- Cc1ccc(C)c(NC(=O)COC(=O)CC2c3ccccc3CCN2S(=O)(=O)c2ccc(F)cc2)c1 (stereo not drawn)
→ 4, 7, -5, 3, -7, 25, 3, 15, -1.3
- Cn1cccc1C(=O)C(=O)Nc1cccc(Cl)c1Cl
→ 3, -64, 1, -138, -151, 17, -185, 0, 5.7
- COc1cc(C)ccc1OCCOCCOc1cc(C)c(C)cc1Br
→ -2, 9, -2, -17, -3, 3, 12, -7, 3.0
- Cc1noc(C)c1S(=O)(=O)NCc1cccc(Cl)c1
→ 4, -4, -1, -15, -7, 8, -19, 7, -0.2
- COc1ccc(COC(=O)CNC(=O)C2CCCCC2)cc1F
→ -5, -2, -2, -12, 9, 12, 3, -4, -0.2
- COC(=O)c1ccc(CSc2nc3ccc(Cl)cc3[nH]2)o1
→ ., 5, 0, 2, 6, 6, -3, ., 3.5
- Cn1cc(SCC(=O)Nc2nc3ccccc3s2)c2ccccc21
→ 2, -11, 2, 78*, 4, -13, 10, 0, -2.7

# Reformatted bar-delimited: part of the list above
SMILES | EBI2 antag | Gli-Sufu antag | XBP1 UPR activ | Mdm2 MdmX PPI | Jurkat NFkB inh | CCR6 antagonist | 697 NFkB inh | CXCR6 inh | UPR CHOP act
COC(=O)c1ccccc1NC(=O)CSc1nnnn1-c1ccc(C)cc1C | 7 | 0 | 0 | 14 | -10 | 7 | -35 | 5 | 2.0
Cc1cc(NC(=O)CSc2nnc(-c3ccc(S(=O)(=O)N4CCCC4)cc3)n2C)no1 | 2 | 3 | -2 | 14 | 3 | 1 | 19 | 1 | 0.4
CC(C)NC(=O)N(C)C[C@H]1Oc2c(NC(=O)C3CC3)cccc2C(=O)N([C@H](C)CO)C[C@@H]1C | -5 | -22 | -4 | 9 | -4 | 8 | 6 | -1 | -1.8
O=C(CSc1ncc(-c2ccccc2)[nH]1)Nc1ccccc1 | 6 | 7 | -3 | 0 | -24 | -4 | -6 | -3 | -0.5
COCCCNC(=O)C1CC(=O)N(C2CCCC2)C1 (stereo not drawn) | -8 | -4 | 0 | -16 | -7 | -7 | -1 | 1 | 1.8
C=CCNC(=O)CC(=O)N/N=C/c1cccc(C)c1 | -17 | 7 | 0 | -30 | 2 | 5 | -22 | -2 | -2.3
